EZH2 inh – EZH2 (human) methyltransferase inhibition. Q15910. PRC2 H3K27 methylation, DELFIA TRF, 1 h. AID 651548. inhibition, % at 12.5 µM. 0.35% of 57,000 active;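 active means mean inhibition of replicates at least 50% and every single replicate also reaching 50%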;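 further: dimethyl H3K27 on biotinylated H3 21-44 peptide detected by antibody; plate controls were median neutral control wells for no effect and median positive control wells for full effect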
IDH1 mut inh – inhibitors of human IDH1 R132H. O75874. IDH1 R132H reductase, diaphorase/resazurin fluorescence, 60 min. inhibition, % at 10 µM. 0.18% of 70,000 active; in the data active means inhibition above about 34%;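 further: 0% = DMSO and 100% = no enzyme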
Target sequence (O75874 whole entry R132H): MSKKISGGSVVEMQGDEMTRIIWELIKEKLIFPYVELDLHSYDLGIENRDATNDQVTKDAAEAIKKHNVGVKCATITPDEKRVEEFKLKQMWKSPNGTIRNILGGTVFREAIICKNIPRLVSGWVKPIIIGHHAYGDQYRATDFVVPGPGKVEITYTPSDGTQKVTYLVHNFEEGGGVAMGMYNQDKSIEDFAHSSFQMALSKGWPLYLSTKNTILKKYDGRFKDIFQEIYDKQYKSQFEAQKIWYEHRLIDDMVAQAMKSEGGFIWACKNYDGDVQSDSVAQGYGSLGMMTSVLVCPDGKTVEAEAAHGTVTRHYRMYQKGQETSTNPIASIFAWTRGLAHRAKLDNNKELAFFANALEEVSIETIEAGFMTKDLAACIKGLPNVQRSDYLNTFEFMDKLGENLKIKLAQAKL
The depositor's hits bear a star; x = no result given. Only part of the results is shown; the hit share may differ from the screen's.

SMILES | EZH2 inh | IDH1 mut inh
CCC(=O)Nc1ccc2c(c1)C(=O)N(C)C[C@H](OC)[C@@H](C)CN(C(=O)c1ccccn1)[C@H](C)CO2 | 8.7 | 0.3
C[C@H]1CN([C@@H](C)CO)C(=O)c2cc(NS(=O)(=O)c3cn(C)cn3)ccc2O[C@@H]1CN(C)Cc1ccc(-c2ccccc2)cc1 | 7.3 | x
C[C@@H]1CCCCO[C@@H](CN(C)C(=O)Cc2ccccc2)[C@H](C)CN([C@@H](C)CO)C(=O)c2cc(NC(=O)Nc3ccccc3)ccc2O1 | x | 2.5
COCC(=O)Nc1ccc2c(c1)[C@H]1C[C@@H](CC(=O)NCc3ccccc3)O[C@H](CO)[C@H]1O2 | 3.3 | 0.8
O=C(C[C@H]1C[C@@H]2c3cc(NS(=O)(=O)c4ccccc4)ccc3O[C@@H]2[C@H](CO)O1)N1CCOCC1 | -22.6 | 0.1
Cc1noc(C)c1NC(=O)Nc1ccc2c(c1)C(=O)N([C@@H](C)CO)C[C@@H](C)[C@@H](CN(C)C(=O)Nc1ccc(C(F)(F)F)cc1)O2 | x | 0.2
O=C(C[C@@H]1C[C@@H]2c3cc(NC(=O)CC4CC4)ccc3O[C@@H]2[C@@H](CO)O1)NCc1ccc2c(c1)OCO2 | 8.0 | -0.2
C[C@H](CO)N1C[C@H](C)[C@H](CN(C)C)Oc2ccc(NC(=O)CCN3CCOCC3)cc2CC1=O | x | 1.6
C[C@@H]1CN([C@@H](C)CO)C(=O)c2cccc(NS(=O)(=O)c3cn(C)cn3)c2O[C@H]1CN(C)C(=O)Nc1ccc(F)cc1 | x | 0.6
C[C@H](CO)N1C[C@H](C)[C@H](CN(C)Cc2cccc(O)c2)OCc2cnnn2CCCC1=O | 2.1 | x
C[C@@H]1CN([C@H](C)CO)C(=O)c2cc(-c3ccncc3)cnc2O[C@H]1CN(C)C | -2.7 | 4.3
CO[C@H]1CN(C)C(=O)c2ccc(NS(=O)(=O)c3cn(C)cn3)cc2OC[C@H](C)N(CCC(F)(F)F)C[C@H]1C | 4.5 | 0.2
COc1ccc(CN(C)C[C@@H]2OCCCC[C@H](C)Oc3ccc(NC(=O)Nc4ccc(OC)cc4)cc3C(=O)N([C@@H](C)CO)C[C@@H]2C)cc1 | x | 2.3
CO[C@@H]1CN(C)C(=O)c2cc(NC(=O)NC(C)C)ccc2OC[C@H](C)N(CCC(F)(F)F)C[C@H]1C | 7.3 | x
O=C(C[C@H]1C[C@@H]2c3cc(NC(=O)c4cccnc4)ccc3O[C@@H]2[C@@H](CO)O1)NCCc1ccccc1 | -0.5 | -1.5
Cc1noc(C)c1NC(=O)N(C)C[C@@H]1OCCCC[C@@H](C)Oc2ccc(NC(=O)Nc3cccc4ccccc34)cc2C(=O)N([C@@H](C)CO)C[C@H]1C | x | -1.8
COc1cccc(NC(=O)N(C)C[C@@H]2OCc3ccccc3-c3ccccc3C(=O)N([C@@H](C)CO)C[C@@H]2C)c1 | 3.1 | x
Cc1ccc(NC(=O)CC2NCCNC2=O)cc1Cl (stereo not drawn) | 6.4 | 0.5
Cc1noc(C)c1NC(=O)N(C)C[C@H]1Oc2c(NC(=O)C3CC3)cccc2C(=O)N([C@@H](C)CO)C[C@@H]1C | x | -1.8
CCC(=O)Nc1ccc2c(c1)C(=O)N(C)C[C@@H](OC)[C@@H](C)CN(C(=O)c1cnccn1)[C@@H](C)CO2 | 8.6 | 0.1
CCOC(=O)c1c(NC(=O)c2nc3ncccn3n2)sc(C)c1C | -9.8 | -0.4
COc1ccc(S(=O)(=O)Nc2ccc3c(c2)C(=O)N([C@@H](C)CO)C[C@@H](C)[C@H](CN(C)Cc2ccccc2)OCCCC[C@@H](C)O3)cc1 | x | 4.2
O=C(C[C@@H]1CC[C@@H](NC(=O)c2ccc3c(c2)OCO3)[C@H](CO)O1)NC1Cc2ccccc2C1 | 2.1 | -0.2
COc1ccc(NC(=O)N(C)C[C@@H]2Oc3c(NC(=O)Nc4ccc5c(c4)OCO5)cccc3C(=O)N([C@@H](C)CO)C[C@H]2C)cc1 | x | -1.5
O=C(C[C@@H]1C[C@H]2c3cc(NC(=O)C4CCC4)ccc3O[C@H]2[C@@H](CO)O1)NC1CCCCC1 | -2.0 | 0.1
CC(C)CC#Cc1cnc2c(c1)C(=O)N([C@H](C)CO)C[C@@H](C)[C@@H](CN(C)C(=O)c1ccc(F)cc1)O2 | 6.7 | 0.3
O=C(C[C@H]1C[C@H]2c3cc(NC(=O)Nc4ccccc4F)ccc3O[C@H]2[C@@H](CO)O1)NCc1ccc(Oc2ccccc2)cc1 | -12.1 | 0.2
COc1ccc(NC(=O)N(C)C[C@@H]2Oc3cc(C#CCN(C)C)ccc3S(=O)(=O)N([C@@H](C)CO)C[C@@H]2C)cc1 | x | -0.8
O=C(C[C@@H]1CC[C@H](NC(=O)C2CC2)[C@@H](CO)O1)Nc1ccccc1 | -2.2 | 0.3
CO[C@H]1CN(C)C(=O)c2cc(NC(=O)C3CCOCC3)ccc2OC[C@H](C)N(Cc2cccnc2)C[C@@H]1C | -3.8 | -0.2

Profiles from above.
O=C(C[C@@H]1C[C@H]2c3cc(NC(=O)C4CCC4)ccc3O[C@H]2[C@@H](CO)O1)NC1CCCCC1 in the list: EZH2 inh: -2.0; IDH1 mut inh: 0.1
Cc1noc(C)c1NC(=O)Nc1ccc2c(c1)C(=O)N([C@@H](C)CO)C[C@@H](C)[C@@H](CN(C)C(=O)Nc1ccc(C(F)(F)F)cc1)O2 in the list: EZH2 inh: x; IDH1 mut inh: 0.2

The list continues:
SMILES | EZH2 inh | IDH1 mut inh
C[C@@H]1CN([C@H](C)CO)C(=O)Cc2cc(NC(=O)Cc3ccccc3)ccc2O[C@@H]1CN(C)S(C)(=O)=O | -1.7 | x
CC(C)NC(=O)N(C)C[C@@H]1Oc2cc(C#Cc3cccc(F)c3)ccc2S(=O)(=O)N([C@@H](C)CO)C[C@H]1C | x | 3.7
C/C=C/c1ccc2c(c1)O[C@@H](CN(C)C(=O)Cc1cccnc1)[C@H](C)CN([C@@H](C)CO)S2(=O)=O | 2.8 | 45.8*
C[C@@H]1CCCCO[C@@H](CN(C)C(=O)Nc2ccc(C(F)(F)F)cc2)[C@@H](C)CN([C@H](C)CO)C(=O)c2cc(NS(=O)(=O)c3ccc(F)cc3)ccc2O1 | x | 0.6
C[C@H]1CN([C@@H](C)CO)C(=O)c2cccc(NC(=O)C3CCOCC3)c2O[C@@H]1CN(C)Cc1ccc(C(=O)O)cc1 | 9.9 | 0.5
COc1ccc(S(=O)(=O)N(C)C[C@@H]2OCc3cnnn3CCCC(=O)N([C@@H](C)CO)C[C@@H]2C)cc1 | 4.2 | x
COc1ccc(NC(=O)Nc2cccc3c2O[C@@H](CN(C)C(=O)Nc2cccc4ccccc24)[C@@H](C)CN([C@@H](C)CO)C3=O)cc1 | x | 1.9
COCC#Cc1cnc2c(c1)C(=O)N([C@H](C)CO)C[C@H](C)[C@H](CN(C)S(=O)(=O)c1cccc(OC)c1)O2 | x | -0.4
COc1ccc(NC(=O)Nc2ccc3c(c2)C(=O)N([C@@H](C)CO)C[C@H](C)[C@H](CN(C)S(=O)(=O)c2ccc(Cl)cc2)O3)cc1 | x | 2.1
C[C@H]1CN([C@@H](C)CO)C(=O)c2cc(NC(=O)Nc3ccc(C(F)(F)F)cc3)ccc2O[C@H]1CN(C)S(=O)(=O)c1ccccc1 | x | -0.3
CO[C@H]1CN(C)C(=O)c2ccc(NC(=O)C3CCCC3)cc2OC[C@@H](C)N(CCC(F)(F)F)C[C@H]1C | -13.4 | 0.5
CC(=O)N(C)C[C@@H]1Oc2ncc(-c3cccc(C#N)c3)cc2C(=O)N([C@H](C)CO)C[C@@H]1C | 5.8 | -9.4
C[C@H]1CN([C@@H](C)CO)S(=O)(=O)c2ccc(C3=CCCC3)cc2O[C@H]1CN(C)C(=O)Nc1ccc2c(c1)OCO2 | -10.1 | 0.0
COc1cc2c(cc1NC(=O)C(C)Oc1cccc(Cl)c1)oc1ccccc12 (stereo not drawn) | 3.1 | 0.0
Cc1ccc(Cl)cc1NC(=O)C1CC=CCC1C(=O)O (stereo not drawn) | 7.9 | -0.1
O=C(O)C[C@@H]1C=C[C@H](NC(=O)c2ccncc2)[C@@H](CO)O1 | 9.4 | 0.0
Cc1ccccc1-c1cnc2c(c1)C(=O)N([C@@H](C)CO)C[C@@H](C)[C@@H](CN(C)C(=O)c1cccnc1)O2 | -25.9 | -0.3
Cc1ccc(S(=O)(=O)Nc2cccc3c2O[C@H](CN(C)C(=O)Nc2ccc4c(c2)OCO4)[C@@H](C)CN([C@H](C)CO)C3=O)cc1 | x | -0.2
C[C@@H]1CN([C@H](C)CO)C(=O)c2cccc(NS(=O)(=O)c3ccc(F)cc3)c2O[C@@H]1CN(C)C(=O)NC1CCCCC1 | -7.5 | -1.1
Cc1noc(C)c1S(=O)(=O)Nc1ccc2c(c1)C(=O)N([C@H](C)CO)C[C@@H](C)[C@@H](CN(C)Cc1ccncc1)O2 | x | -0.1
Cc1ccc(S(=O)(=O)Nc2ccc3c(c2)CC(=O)N([C@H](C)CO)C[C@H](C)[C@@H](CN(C)C(=O)Nc2ccc(F)cc2)O3)cc1 | 6.5 | -12.9
COCC(=O)N(C)C[C@H]1Oc2cc(-c3ccccc3)ccc2S(=O)(=O)N([C@@H](C)CO)C[C@H]1C | x | -0.2
C[C@@H](NC(=O)C[C@H]1CC[C@@H](NS(=O)(=O)c2cccc(F)c2)[C@H](CO)O1)c1ccccc1 | 0.6 | -0.1
CCO[C@H]1OC(C(=O)N2CCOCC2)=C[C@@H](c2ccc3c(c2)OCO3)[C@@H]1CCCO | 7.9 | x
C[C@H]1CN([C@@H](C)CO)S(=O)(=O)c2ccc(C3=CCCC3)cc2O[C@@H]1CN(C)Cc1cccc(C(=O)O)c1 | 22.4 | 10.4
C[C@H](CO)N1C[C@H](C)[C@H](CN(C)S(=O)(=O)c2cn(C)cn2)Oc2ccc(NC(=O)C3CC3)cc2CC1=O | x | -1.1
CCS(=O)(=O)Nc1ccc2c(c1)C(=O)N(C)C[C@H](OC)[C@@H](C)CN(C(=O)NC(C)C)[C@H](C)CO2 | 4.5 | 0.4
COc1ccc(S(=O)(=O)N(C)C[C@@H]2Oc3ccc(NS(C)(=O)=O)cc3C(=O)N([C@H](C)CO)C[C@H]2C)cc1 | x | 0.8
Cc1noc(C)c1S(=O)(=O)N(C)C[C@@H]1Oc2ccc(NS(C)(=O)=O)cc2C(=O)N([C@H](C)CO)C[C@@H]1C | x | -1.6
CC(C)NC(=O)Nc1ccc2c(c1)CC(=O)N([C@@H](C)CO)C[C@H](C)[C@H](CN(C)Cc1ccc(-c3ccccc3)cc1)O2 | -4.8 | -0.7

Some of the entries above in a different format.
Results follow in this order: EZH2 inh	IDH1 mut inh
- C[C@@H](NC(=O)C[C@H]1CC[C@@H](NS(=O)(=O)c2cccc(F)c2)[C@H](CO)O1)c1ccccc1
→ 0.6	-0.1
- CCO[C@H]1OC(C(=O)N2CCOCC2)=C[C@@H](c2ccc3c(c2)OCO3)[C@@H]1CCCO
→ 7.9	x

(list continues)
SMILES | EZH2 inh | IDH1 mut inh
COc1ccc(OC)c(NC(=O)Cn2cc(C(=O)C3CCCCC3)c3ccccc32)c1 | 9.4 | 0.4
C[C@H]1CN([C@@H](C)CO)C(=O)c2c(c3ccccc3n2C)-c2ccccc2CO[C@H]1CN(C)C(=O)c1ccccc1 | -11.9 | 0.3
COc1ccc(S(=O)(=O)N(C)C[C@@H]2Oc3ccc(NC(=O)Nc4ccc(C(F)(F)F)cc4)cc3CC(=O)N([C@@H](C)CO)C[C@@H]2C)cc1 | x | -0.4
CCCN1C[C@H](C)[C@H](OC)CN(C)C(=O)c2cc(NC(=O)c3cccc(OC)c3)ccc2OC[C@H]1C | 3.2 | 0.3
C[C@@H]1CN([C@H](C)CO)S(=O)(=O)c2ccc(Br)cc2O[C@@H]1CN(C)Cc1ccccc1 | x | -1.4
CNC[C@H]1Oc2ccc(NS(C)(=O)=O)cc2C(=O)N([C@H](C)CO)C[C@H]1C | 18.3 | 0.2
C[C@@H]1CN([C@@H](C)CO)C(=O)c2cc(C#Cc3ccccc3F)cnc2O[C@H]1CN(C)S(=O)(=O)c1ccccc1 | 1.5 | -10.1
C[C@@H]1CN([C@@H](C)CO)S(=O)(=O)c2ccc(Br)cc2O[C@H]1CN(C)C(=O)Cc1cccnc1 | -5.7 | x
COc1ccc(S(=O)(=O)Nc2ccc3c(c2)CC(=O)N([C@@H](C)CO)C[C@@H](C)[C@H](CN(C)C(=O)Nc2cccc4ccccc24)O3)cc1 | x | 4.8
Cc1ccc(OCC(=O)Nc2ccccc2C(=O)Nc2ccccc2)c(Br)c1 | 24.8 | 0.4
CCn1c(SCC(=O)c2ccc(Cl)cc2Cl)nnc1-c1cccnc1 | 24.8 | 0.2
O=C(C[C@H]1CC[C@H](NC(=O)c2ccccn2)[C@H](CO)O1)NCc1cc(F)cc(F)c1 | 2.4 | 0.2
C[C@@H]1CN([C@H](C)CO)C(=O)c2cc(/C=C/c3ccccc3)cnc2O[C@@H]1CN(C)C(=O)C1CCCCC1 | -24.9 | x
CO[C@@H]1CN(C)C(=O)c2cc(NC(=O)c3ccc(F)cc3)ccc2OC[C@@H](C)N(C(C)=O)C[C@@H]1C | 0.0 | 0.0
O=C(CCN1CCCCC1)N[C@H]1CC[C@H](CCNS(=O)(=O)c2ccccc2)O[C@@H]1CO | 6.9 | 0.3

Single entries from the list.
C[C@@H]1CN([C@H](C)CO)C(=O)c2cc(/C=C/c3ccccc3)cnc2O[C@@H]1CN(C)C(=O)C1CCCCC1 in EZH2 inh shows -24.9
C[C@H]1CN([C@@H](C)CO)C(=O)c2c(c3ccccc3n2C)-c2ccccc2CO[C@H]1CN(C)C(=O)c1ccccc1 in IDH1 mut inh shows 0.3
O=C(C[C@H]1CC[C@H](NC(=O)c2ccccn2)[C@H](CO)O1)NCc1cc(F)cc(F)c1 in EZH2 inh shows 2.4
